High-throughput results as filed in PubChem BioAssay.
DRD3 antagonist = blocks the human D3 dopamine receptor. max response, negative = inhibition, %. D3R cells, DiscoveRx beta-arrestin luminescence, antagonist mode; active compounds read low. hit rate 2.5% among 360,000. AID 652054. P35462; in the data active means max response below about -50%; inconclusive means no clear call, values can overlap the other calls; further: on the % scale 0 is the no-effect control and ±100 the full control effect; mostly tested at two doses, the higher about 12 µM
Target sequence (P35462 whole entry, looked up): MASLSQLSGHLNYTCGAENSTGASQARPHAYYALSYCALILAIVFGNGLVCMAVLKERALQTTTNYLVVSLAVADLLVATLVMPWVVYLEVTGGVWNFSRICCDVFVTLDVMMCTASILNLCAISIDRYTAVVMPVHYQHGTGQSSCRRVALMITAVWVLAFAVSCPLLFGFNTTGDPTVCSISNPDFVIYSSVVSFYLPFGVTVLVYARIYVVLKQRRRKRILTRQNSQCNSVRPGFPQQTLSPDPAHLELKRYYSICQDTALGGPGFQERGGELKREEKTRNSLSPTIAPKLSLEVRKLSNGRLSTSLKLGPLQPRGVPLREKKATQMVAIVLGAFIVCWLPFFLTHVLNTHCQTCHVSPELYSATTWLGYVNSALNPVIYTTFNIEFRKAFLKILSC
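Cells plated overnight at 1500 cells/well, then exposed to library compounds with dopamine controls for 90 minutes at 37 degrees C. DiscoveRx reagent added for 30–60 minutes at room temperature; luminescence read, quantitative HTS format.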
aSyn rescue = inhibitors of alpha-synuclein toxicity in yeast; hit rate 0.14% among 370,000; Yeast expressing alpha-synuclein, growth rescue, BacTiter-Glo, 24 h; Potency, µM (titrated, usually from 46.1 µM), inactives show top-dose growth rescue (activation), actives largely listed as activators; AID 652106; further: potency means the concentration at half of the fitted maximal effect; % of control where 0% means no effect; nearly all actives have a fitted effect of over 65% in size
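Screening used galactose-induced yeast with toxic alpha-synuclein levels, exposed to compound for 24 hr at 30 deg C. Cell growth, read with BacTiter-Glo luminescence, gave the measured signal.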
TDP-43 yeast inh = TDP-43 toxicity inhibition in yeast; hit rate 1.8% among 410,000; TDP-43 expressing yeast growth rescue, BacTiter-Glo, 24 h; Potency, µM (doses to about 46.1 µM), for the others: at the top dose growth rescue (activation), actives largely listed as activators; AID 652104; further: potency means the concentration at half of the fitted maximal effect; % of control where 0% means no effect; nearly all actives have a fitted effect of over 50% in size
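Cell-based yeast growth screen: TDP-43 expression induced in galactose, inoculum OD600=0.02 after raffinose pregrowth to mid-log. Read-out BacTiter-Glo luminescence at 24 hr, 30 deg C; inhibition of toxicity seen as signal increase.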
EPAC2 agonist = activates human EPAC2 exchange factor | EPAC2 activation, biochemical qHTS; response scale: 100% = 6.5 mM cAMP response | Potency, µM (doses to about 154 µM), for the others: at the highest dose activation, actives largely listed as activators | hit rate 0.079% among 360,000 | AID 720711; further: potency means the concentration at half of the fitted maximal effect; nearly all actives have a fitted effect of over 50% in size
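Each well held 100 nM EPAC2, 250 nM RAP1B-BODIPY-GDP and 50 uM GDP. Fluorescence, read at 5-min intervals to 30 min, was referenced to a 6.5 mM cAMP positive control.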
Abeta yeast res = restores growth of yeast expressing A-beta42 peptide; yeast expressing A-beta42, growth rescue, OD600, 48 h; response scale: 0% DMSO, 100% iron-clioquinol control; hit rate 0.063% among 410,000; Potency, µM (titrated, usually from 46.1 µM), for inactives: at the top dose growth rescue, usual class: activators; further: potency means the concentration at half of the fitted maximal effect; nearly all actives have a fitted effect of over 55% in size
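Yeast growth medium received pinned compounds, then yeast cells expressing toxic A-beta were added; plates incubated at 30 C for 48 hr. Growth read as absorbance at 600 nm, normalized to DMSO and equimolar FeCl3 plus clioquinol controls.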
FUS yeast rescue = suppressors of FUS proteinopathy in yeast | S. cerevisiae FUS-expressing, growth rescue, OD600, 24 h | Potency, µM (highest dose often 76.6 µM), for the others: top-dose growth rescue (activation), usual class: activators | hit rate 0.24% among 390,000;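 further: potency means the concentration at half of the fitted maximal effect; plate controls were DMSO vehicle for no effect and reference control for full effect; nearly all actives have a fitted effect of over 55% in size; some results filed as inactive show a strong effect at the top dose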
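Quantitative HTS measuring growth restoration of FUS-toxic yeast. Galactose-induced cells (OD 0.005) were exposed 24hr at 30C to compounds at several concentrations, then absorbance at 600 nm was recorded.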
EPAC2 antagonist = EPAC2 (human) antagonism; Potency, µM (series often up to 114 µM), without a hit: at the highest dose activity, negative = inhibition, actives largely listed as inhibitors; hit rate 0.18% among 360,000; Q8WZA2; AID 720708; EPAC2 GEF exchange of Rap1B-BODIPY-GDP, fluorescence; further: potency means the concentration at half of the fitted maximal effect; on the % scale 0 is the no-effect control and ±100 the full control effect; nearly all actives have a fitted effect of over 45% in size; many of its hits are not listed in these tables
DRD3 agonist = D3 dopamine receptor (human) agonism | P35462 | D3R DiscoveRx beta-arrestin cells, luminescence, 90 min | hit rate 0.58% among 410,000 | max activation, % | AID 652048; in the data active means max activation above about 30%; further: 0% is about no effect; mostly tested at two doses, the higher about 12 µM
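Agonist-mode cell screen: cells plated at 1500/well and incubated overnight at 37 °C, then exposed to library compounds for 90 min at 37 °C. Detection reagent was added for 30–60 min at room temperature, and luminescence was read.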
Starred values were filed as active, the others as inactive; ? = inconclusive; / = no result given; & = joins results of further samples; [ ] = remark or other dose. Unless noted, the call rests on the fitted dose curve; in most records, active means well fitted curve in the direction sought with a large enough effect; inconclusive means small, poorly fitted or top-dose-only effect, or another doubt; inactive means no such curve, though single readings can be large; an effect the other way counts as inactive or inconclusive. Some of the compounds tested; the hit share may differ from the screen's.

SMILES	DRD3 antagonist	aSyn rescue	TDP-43 yeast inh	EPAC2 agonist	Abeta yeast res	FUS yeast rescue	EPAC2 antagonist	DRD3 agonist
CC(CCc1ccccc1)NC(=O)c1cccnc1 (stereo not given)	20	1%	7%	-3%	18%	0%	8%	4
Cc1cc(=O)n2nc(N3CCCC(C(=O)NC4CCC(C)CC4)C3)sc2n1 (stereo not given)	12	1%	11%	5%	14%	1%	3%	3
Cc1noc2ncnc(N3CCN(c4ccccc4F)CC3)c12	/	?	22µM*	/	-18%	-10%	/	-1
COc1ccc(NC(=O)CSc2nnc3ccc(-c4cccnc4)nn23)cc1OC	27	0%	11%	-4%	7%	5%	5%	2
CN(C(=O)COC(=O)/C=C/c1ccc(C(F)(F)F)cc1)C1CCS(=O)(=O)C1 (stereo not given)	1	-2%	3%	7%	-2%	-11%	1%	-3
CN(C)c1ccc(C(=S)N2CCCCC2)cc1	-3	0%	-7%	12%	?	0%	-10%	8
COc1ccc(Nc2nnc(SCC(=O)c3cc(C)n(CC4CCCO4)c3C)s2)cc1 (stereo not given)	9	-5%	15%	-1%	1%	?	12%	4
COC(=O)Cc1c(O)ccn(Cc2ccc(Cl)c(Cl)c2)c1=O	9	-10%	12%	5%	4%	-18%	3%	-1
O=C(Nc1ncccn1)C1CCCN1S(=O)(=O)c1ccc(Cl)c(Cl)c1 (stereo not given)	-3	1%	4%	8%	-3%	-13%	-1%	2
CC#CCN(Cc1ccco1)C(=O)C1CCC(=O)N(Cc2ccccc2F)C1 (stereo not given)	-1	2%	8%	-2%	-3%	11%	4%	3
CSc1nc2nc(-c3cccc(C(F)(F)F)c3)ccn2n1	-19	1%	25%	1%	17%	-13%	3%	-6
COc1cccc(NC(=O)Cn2c(=O)n(-c3ccc(Cl)cc3)c(=O)c3oc4ccccc4c32)c1	/	/	-19%	/	-17%	7%	/	-22
O=C(Nc1ccc(Cl)cn1)c1ccc2[nH]c(=O)c(=O)[nH]c2c1	8	-10%	10%	10%	-4%	-10%	8%	2
Cc1cc(NC(=O)COC(=O)COc2ccc(Cl)cc2C)c([N+](=O)[O-])cc1C	3	2%	0%	1%	-9%	/	14%	-8
Fc1ccc(-c2nnc3ccccn23)cc1	15	6%	?	3%	5%	14%	11%	4
COc1ccc(OC)c(-n2c(Cn3c(-c4ccccn4)nc4ccccc43)n[nH]c2=S)c1	-1	2%	20%	-1%	3%	-4%	-1%	-3
Oc1ccc(C[C@H]2CN([C@@H](Cc3cccc(O)c3)CN3CCC[C@@H]3CN3C(=S)NC[C@@H]3Cc3ccccc3)C(=S)N2CC2CCCCC2)cc1	?	-40%[inhibitor]	5%	3%	-19%	?	12%	-19
O=C(NNC(=O)c1cccc(Cl)c1)NNC(=O)c1cccc(Cl)c1	-12	-6%	-5%	-4%	-16%	24%	12%	1
CCc1ccc(C(=O)c2cn(CC(=O)Nc3cc(C)ccc3C)c3nc(C)ccc3c2=O)cc1	/	/	-23%	/	-18%	7%	/	-19
O=C(CNC(=O)c1ccc(Cl)cc1)NCCCn1ccnc1	3	-5%	1%	6%	-8%	5%	17%	-5
CCCCn1c(N)c(N(CC(C)C)C(=O)c2c(CC)noc2C)c(=O)[nH]c1=O	7	-1%	6%	5%	6%	12%	4%	1
C=CC[C@@H](CC(=O)N[C@H](CO)Cc1ccccc1)C(=O)N[C@@H](C)COC(=O)[C@@H](CC=C)CC(=O)OC(C)(C)C	?	-6%	8%	-3%	-8%	35%	6%	19
Cc1ccc(OC(=O)c2cc(-c3ccc4c(c3)OCCO4)on2)cc1C	/	/	17%	/	-2%	16%	/	5
CN1C(=O)C(C)(C)c2cc(S(=O)(=O)NCC3CCC(C(=O)NCc4ccccc4)CC3)ccc21 (stereo not given)	-20	-1%	-12%	8%	1%	1%	-1%	-2
CCn1c(Cc2ccccc2)nnc1SCC(=O)Nc1nccs1	-18	2%	-14%	0%	-6%	12%	-4%	-7

Part of the list above in order of heavy-atom count, largest number first:
SMILES	DRD3 antagonist	aSyn rescue	TDP-43 yeast inh	EPAC2 agonist	Abeta yeast res	FUS yeast rescue	EPAC2 antagonist	DRD3 agonist
COc1cccc(NC(=O)Cn2c(=O)n(-c3ccc(Cl)cc3)c(=O)c3oc4ccccc4c32)c1	/	/	-19%	/	-17%	7%	/	-22
Cc1ccc(OC(=O)c2cc(-c3ccc4c(c3)OCCO4)on2)cc1C	/	/	17%	/	-2%	16%	/	5
CC(CCc1ccccc1)NC(=O)c1cccnc1 (stereo not given)	20	1%	7%	-3%	18%	0%	8%	4

The listing continues.
SMILES	DRD3 antagonist	aSyn rescue	TDP-43 yeast inh	EPAC2 agonist	Abeta yeast res	FUS yeast rescue	EPAC2 antagonist	DRD3 agonist
O=S(=O)(c1cccs1)N1CCc2ccccc21	16	9%	20%	2%	24%	19%	-4%	-3
CN(C)c1ccc(/C=C(/NC(=O)c2ccccc2)C(=O)NCCN2CCOCC2)cc1	1	-4%	-2%	10%	-13%	5%	-8%	-1
Cc1nnc(SC(C)C(=O)Nc2ccc3ccccc3c2)[nH]c1=O (stereo not given)	-5	1%	1%	1%	9%	1%	-1%	-2
COc1ccc(/C=N/Nc2cc(C)nc3c(C)cccc23)cc1	-8	3%	10%	13%	-9%	2%	-3%	-10
Cc1c(C(=O)c2ccc(Cl)c(Cl)c2)cnc2cc3c(cc12)OCO3	-56*	-4%	-9%	9%	-50%[inhibitor]	9%	-7%	2
O=C(NC1CCOC1)c1cc(COc2cccc(C(F)(F)F)c2)on1 (stereo not given)	-22	-9%	?	-1%	-28%	18%	-1%	1
C=CCN(CC=C)Cc1nc(N)nc(Nc2ccccc2C)n1	8	-1%	0%	5%	-6%	-19%	-4%	1
COCc1nnc(NC(=O)c2cc(OC)c(OC)cc2[N+](=O)[O-])s1	31	1%	27%	-2%	4%	/	5%	3
CCC(CC)C(=O)Nc1nnc(S(=O)(=O)N2CCCCCC2)s1	-16	2%	25%&1%	3%	4%&0%	12%&0%	-5%	-1&-15
Cc1cc(C)cc(NC(=O)CCc2c(C)nc3nc(CNC(=O)c4cccc(F)c4)nn3c2C)c1	/	/	20%	/	6%	24%	/	9
O=C(NCC(c1ccco1)S(=O)(=O)c1cccs1)c1ccccc1F (stereo not given)	/	/	21%	/	-6%	6%	/	5
Cc1nc2c(c(C)nn2-c2ccccc2)c(C)c1CCC(=O)NCCc1ccccc1	/	/	?	/	-2%	-7%	/	5
Cc1cc(C)nc(SCc2ccc(C(=O)N/N=C/c3ccncc3)cc2)n1	-1	-4%	-7%[1.82 µM]	0%	4%	26%	-2%	-20
Cc1cccc(NC(=O)CN2CCN(C(=O)c3cc(C4CC4)nn3-c3ccccc3)CC2)c1C	12	1%	0%	5%	-4%	-1%	7%	3
CCOc1ccc(C(=O)c2cn(Cc3ccccc3)c3c(F)cc(F)cc3c2=O)cc1	/	/	2%	/	-16%	5%	/	-3
COC(=O)c1cc(S(=O)(=O)N2CCN(c3cccc(C)c3)C(C)C2)cn1C (stereo not given)	/	/	24%	/	-11%	10%	/	-3
O=C(c1ccccc1)c1cccc[n+]1[O-]	-6	0%	14%	-2%	7%	-27%	2%	3
COc1ccc2c(=O)c(C(=O)NCc3ccccc3)c[nH]c2c1	0	16%	7%	3%	-14%	-4%	18%	1
CCOc1ccccc1NC(=O)C(OC(=O)c1ccc(O)cc1)c1ccccc1 (stereo not given)	-11	1%	?	?	9%	?	-19%	7
CC(C)OC(=O)c1cccnc1SCc1cc(=O)n2ccccc2n1	-10	-6%	-13%	4%	-2%	12%	-4%	-19
O=C(C1CCCCC1)N1C[C@H](O)[C@@H](n2cc(C3CC3)nn2)C[C@@H]1c1ccccc1	30	-1%	8%	7%	0%	-28%	7%	-1
Cc1cc(CN2CCN(c3cccc(C)c3C)CC2)cs1	/	/	-3%	/	-4%	-6%	/	-33
CCOC(=O)c1ccc(Oc2c(C)oc3c(CN4CCN(C)CC4)c(O)ccc3c2=O)cc1	-11	2%	-12%	11%	-5%	-3%	-6%	-7
COc1ccc(C(=O)NCCC(=O)NCc2cc(=O)n(C)c(=O)n2C)cc1	6	-6%	-12%	12%	5%	14%	-5%	2
CC1CCN(C(=O)CCNS(=O)(=O)c2ccc(Cl)cc2)CC1	2	4%	0%	3%	-12%	8%	6%	-17

(cont.)
SMILES	DRD3 antagonist	aSyn rescue	TDP-43 yeast inh	EPAC2 agonist	Abeta yeast res	FUS yeast rescue	EPAC2 antagonist	DRD3 agonist
COC(=O)C(O)(CC(=O)Nc1ccc(OC)cc1)C(F)(F)F (stereo not given)	17	0%	7%	-1%	20%	-2%	0%	2
COc1ccc2c(c1)c1c(c(=O)n(-c3cccc(C)c3)c(=O)n1CC(=O)NCC1CCCO1)n2C (stereo not given)	/	/	?	/	-9%	3%	/	4
CC(C)C[C@H](NC(=O)N1CC(=O)Nc2ccccc21)C(=O)N1CCC[C@H]1C(=O)O	-27	-4%	20%	5%	-12%	-13%	8%	-9
FC(F)(F)c1cc(-c2ccco2)nc(N2CCOCC2)n1	13	-7%	7%	-3%	-13%	-26%	-4%	12
O=C(NCC1CCCO1)NC1CCCCC1 (stereo not given)	-15	5%	1%	-4%	9%	8%	3%[57.1 µM]	1
O=C(NCc1cccs1)c1ccc2sc(C3=C[C@@H](O)[C@@H](O)[C@@H](CO)O3)nc2c1	-1	-2%	-5%	2%	0%	4%	13%	-10
CCOC(=O)c1cnn(-c2nc(SC)nc3sc4c(c23)CCC4)c1N	2	-1%	0%	6%	2%	-13%	10%	3
CCCCOC(=O)c1ccc(-c2ccc(/C=N/NC(=S)NCC)o2)cc1	24	-6%	1%	9%	8%	-3%	-3%	10
CCCn1c(SCC(=O)Nc2nnc(C)s2)nnc1C1CC1	4	-1%	20%	9%	13%	16%	0%	5
COc1cccc(CNC(=O)c2cc3c(C)nc4ccccc4c3o2)c1	3	0%	27%	1%	3%	11%	-10%	4
O=[N+]([O-])c1cc(-c2nc(-c3ccccc3)no2)ccc1NCc1ccco1	/	/	6%	/	-16%	-4%	/	2
Cc1cccc2nc(C(=O)Nc3cccc(C(=O)NC4CC4)c3)cn12	21	-2%	25%	2%	2%	-6%	2%	-4
CCOC(=O)c1ccc(NC(=S)N2CCN(C)CC2)cc1	3	?	?	4%	-11%	16%	-8%	-7
CCOC(=O)c1cc(S(=O)(=O)NC2CCN(C(=O)OCC)CC2)cn1C	-12	-3%	-17%	2%	8%	27%	25%	-10
